# KCNK9 inh: inhibitors of human KCNK9 two-pore domain potassium channel; Q9NPC2; HEK293 KCNK9, FluxOR thallium flux fluorescence; stronger effect = lower value; B-score at 10 µM; 310,000 tested, 1.2% active; AID 488922;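 active means ratio B-score over 3 SD below the library mean, with starting fluorescence within 5 SD of its mean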;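 further: negative B-score means less thallium flux so channel inhibition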
# RGS4 block: human RGS4 inhibition; HEK293 M3R/RGS4 inducible, Fluo-4 calcium flux; stronger effect = higher value; triggered by carbachol at its EC20; B-score at 10 µM; 310,000 tested, 0.45% active;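 active means B-score, a plate-corrected calcium signal, over three deviations above library mean, with baseline fluorescence within five deviations of library mean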;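 further: RGS4 expression induced by doxycycline in cells with stable M3 receptor; B-score is computed from the integrated fluorescence ratio over baseline after carbachol; higher B-score means a larger calcium signal and so more RGS4 inhibition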
# KCNQ1 inh: blocks the human KCNQ1 potassium channel | CHO-K1 KCNQ1, FluxOR thallium flux fluorescence; stronger effect = higher value | AID 2642 | B-score at 10 µM | 310,000 tested, 1.3% active;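 active means compounds whose thallium flux B-score, printed positive for inhibition, exceeds three library SD while starting fluorescence stays within three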;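 further: channel opened by potassium depolarization with thallium stimulus after 20 min compound exposure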
# Target sequence (P51787 whole entry, looked up): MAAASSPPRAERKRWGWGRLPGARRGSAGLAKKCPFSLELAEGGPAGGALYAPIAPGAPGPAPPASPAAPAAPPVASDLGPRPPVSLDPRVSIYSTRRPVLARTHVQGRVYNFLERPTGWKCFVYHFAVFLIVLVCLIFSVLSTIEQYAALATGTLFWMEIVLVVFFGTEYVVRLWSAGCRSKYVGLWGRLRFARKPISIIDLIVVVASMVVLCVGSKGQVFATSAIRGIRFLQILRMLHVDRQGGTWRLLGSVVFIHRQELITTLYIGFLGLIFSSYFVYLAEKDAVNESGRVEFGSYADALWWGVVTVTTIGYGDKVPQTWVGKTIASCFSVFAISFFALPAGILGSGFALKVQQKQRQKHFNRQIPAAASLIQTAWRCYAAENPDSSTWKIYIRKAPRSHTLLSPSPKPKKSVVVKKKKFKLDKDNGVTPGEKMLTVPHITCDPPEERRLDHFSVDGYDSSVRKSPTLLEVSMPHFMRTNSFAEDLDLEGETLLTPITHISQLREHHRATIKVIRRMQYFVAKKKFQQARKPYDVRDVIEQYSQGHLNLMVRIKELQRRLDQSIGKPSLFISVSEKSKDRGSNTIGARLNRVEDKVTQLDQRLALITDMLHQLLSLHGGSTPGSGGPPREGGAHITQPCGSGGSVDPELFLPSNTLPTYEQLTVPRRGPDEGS
# KCNK3 inh: human KCNK3 channel inhibition, primary screen; O14649; CHO-KCNK3 thallium flux, FluxOR fluorescence; stronger effect = lower value; B-score at 10 µM; 340,000 tested, 0.84% active;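 active means B-score under library mean minus 4 SD, starting fluorescence ratio at most library mean plus 5 SD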;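 further: more negative B-score means stronger inhibition of thallium flux through KCNK3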
# Target sequence (O14649 whole entry, looked up): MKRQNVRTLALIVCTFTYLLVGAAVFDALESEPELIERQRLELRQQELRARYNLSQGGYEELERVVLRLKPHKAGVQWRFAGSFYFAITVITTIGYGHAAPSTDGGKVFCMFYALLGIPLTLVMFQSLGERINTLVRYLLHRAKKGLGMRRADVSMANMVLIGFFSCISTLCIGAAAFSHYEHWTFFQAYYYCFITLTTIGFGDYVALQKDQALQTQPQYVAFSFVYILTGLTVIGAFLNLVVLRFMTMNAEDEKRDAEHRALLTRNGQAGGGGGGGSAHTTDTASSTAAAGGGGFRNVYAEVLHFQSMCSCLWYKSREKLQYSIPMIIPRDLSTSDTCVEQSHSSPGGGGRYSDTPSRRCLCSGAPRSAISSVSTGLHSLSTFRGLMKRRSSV
# TMEM16A act: mouse TMEM16A channel activation, primary screen | Q8BHY3 | 340,000 tested, 0.3% active | HEK293 TMEM16A/YFP-H148Q/I152L, iodide quench fluorescence; stronger effect = lower value | AID 623877 | B-score at 10 µM;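 active means fluorescence-ratio B-score plate-corrected deviation score at least 3 library SD below zero, with starting fluorescence score within 5 deviations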;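 further: channel opened by trigger with iodide after compound preincubation; score built on the fluorescence ratio of max minus min over baseline; more negative score means more quench and so TMEM16A activation or potentiation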
# KCNQ1 act: potentiates or activates the human KCNQ1 potassium channel. P51787. CHO-K1 KCNQ1, thallium flux FluxOR fluorescence; stronger effect = higher value. B-score at 10 µM. 310,000 tested, 0.35% active;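 active means fluorescence ratio B-score, a plate-corrected score, at least three library SD, with initial intensity B-score within 5 SD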
#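 Doses: Single concentration per compound, DMSO matched to controls | Test system: KCNQ1-transfected CHO-K1 cells | Timing: 90 min dye loading and 20 min compound exposure, both at room temperature | Measured by: Kinetic FluxOR thallium fluorescence, 10-s 1-Hz baseline, 110-s post-stimulus read | Medium: Assay buffer with matched DMSO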
# hERG protect: compounds protecting human hERG from proarrhythmic drug block; activation (rescue from dofetilide block), less the hit threshold, % at 10 µM; CHO-hERG, FluxOR thallium flux, dofetilide IC70 present; AID 1511; 310,000 tested, 0.51% active; Q12809;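 active means activation above the mean of controls blocked by dofetilide plus 5 SD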;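 further: thallium influx through hERG after potassium depolarization seen as dye fluorescence rise; in these data hits start at about 4.7%; inactives centre near -7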
# ANO1 block: blocks the mouse calcium-activated chloride channel TMEM16A. Q8BHY3. HEK293 TMEM16A/YFP iodide influx fluorescence, ionomycin. normalized B-score (activity score, 25-100; higher = stronger inhibition) at 10 µM. 310,000 tested, 1.2% active;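 active means ratio plate-corrected score three or more library SD toward inhibition, starting fluorescence score within five deviations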;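 further: score derived from kinetic fluorescence span divided by baseline fluorescence per well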
# HDAC3 inhib: blocks human histone deacetylase 3 | inhibition, % at 8.3 µM | O15379 | 320,000 tested, 0.15% active | recombinant HDAC3, fluorogenic peptide/trypsin coupled, fluorescence; in the data active means inhibition above about 26%, passing the limit was not always enough; inconclusive means no clear call, values can overlap the other calls
# RGS4 pot: potentiators or activators of RGS4. HEK293 M3R/inducible RGS4, carbachol calcium flux Fluo4; stronger effect = lower value. B-score at 10 µM. 310,000 tested, 0.92% active. AID 463111;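 active means B-score of the integrated calcium signal more than 4 SD below the library mean, with starting fluorescence not abnormally high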;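 further: negative B-score means reduced calcium response which marks RGS4 activation or potentiation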
#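 test system = M3R-expressing HEK293 line, RGS4 induced by doxycycline | probe or stimulus = carbachol at ECmax as muscarinic agonist stimulus | timing = dye loading 30 min 37 °C, buffer rest 30 min RT | signal = calcium dye Fluo4 fluorescence | evaluation = B score from integrated fluorescence ratio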
# SKKanGAS inh: blocks kanamycin growth of S. pyogenes SKKanGAS strain; inhibition, % at 7.5 µM; 300,000 tested, 1.3% active; BacTiter-Glo, 6 h;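 active means mean replicate score, as percent of positive control median, at least 50; inconclusive means mean below 50 but one replicate at or above 50; inactive means mean and every replicate below 50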;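 further: strain carries kanamycin resistance gene driven by streptokinase promoter and grows in 40 µg/ml kanamycin; loss of luminescence reflects streptokinase promoter inhibition or plain growth inhibition; 0% = median of DMSO wells and 100% = positive control at its reference dose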
# Starred values were filed as active, the others as inactive; i = inactive; u = inconclusive; x = no result given. Compounds were not picked by outcome; 6.3% or so of the library scored in one or more.
SMILES,KCNK9 inh,RGS4 block,KCNQ1 inh,KCNK3 inh,TMEM16A act,KCNQ1 act,hERG protect,ANO1 block,HDAC3 inhib,RGS4 pot,SKKanGAS inh
O=C(Nc1ccccc1C(=O)Nc1nncs1)c1ccccc1,i,i,i,i,i,i,-9,i,-10,i,7
Cc1ccc(CN(CC(=O)NC2CCCC2)C(=O)CSc2nnc(COc3ccccc3)o2)cc1,i,i,i,i,i,i,-10,i,2,i,2
Cc1nc(NC(=O)c2ccccc2)sc1-c1csc(NCCc2ccccc2)n1,-8.7*,i,i,i,i,i,-7,i,u,i,29
CN(C)c1ccc(C(=O)N2CCN(c3cc(C(F)(F)F)nc4ccccc34)CC2)cc1,i,i,i,i,i,i,-3,i,9,i,4
CCOc1ccc(NC(=O)C2CC(=O)NC(N3CCc4ccccc43)=N2)cc1 (stereo not given),i,i,i,i,i,i,-10,i,1,i,7
CC(Oc1cccc(Cl)c1)C(=O)Nc1ccncc1 (stereo not given),i,i,i,i,i,i,-16,i,0,i,-6
COc1cccc(C(=O)CSc2nnc(CNS(=O)(=O)c3ccc(C)cc3)n2C)c1,i,i,i,i,i,i,-9,x,x,i,8
COc1ccccc1OCc1ccc(C(=O)N2CCCCC2)o1,i,i,i,i,i,i,-5,i,0,i,-10
CCOc1cc(CN2CCN(C(=O)CC(C)C)CC2)ccc1OC,i,i,i,i,i,i,-5,i,-3,i,3
O=c1c2sccc2nc(SCc2cc(=O)n3ccccc3n2)n1-c1ccc(Br)cc1,i,i,i,i,i,i,-4,i,0,i,17
O=C(CSc1nnnn1-c1ccccc1)N1CCNC1=O,i,i,i,i,i,i,-4,i,9,i,1
Cc1ccc2c(c1)N(CC(=O)N1CCOCC1)C(=O)CO2,i,i,i,i,i,i,1,i,u,i,19
Cc1ccc(OC(=O)CCC(=O)NC(C)c2ccccc2)cc1 (stereo not given),i,i,i,i,i,i,-2,i,1,i,2
COc1ccc(CCN2C(=O)CC(C(N)=O)SC2=Nc2ccccc2)cc1OC (stereo not given),i,i,i,i,i,i,-4,i,-4,i,1
CCOC(=O)CN(C(=O)CSc1nnc(CNc2ccc(F)cc2)o1)c1ccccc1,i,i,i,i,i,i,-10,i,4,i,1
CC(C)C[C@H](NC(=O)c1nc[nH]c1C(=O)NC(c1ccccc1)c1ccccc1)C(=O)OC(C)(C)C,i,i,i,i,i,i,-11,i,4,i,60*
O=C(CSc1nc2ccc(Cl)cc2[nH]1)Nc1ccc2[nH]c(=O)[nH]c2c1,i,i,i,i,i,i,-18,i,-7,i,-15
O=C(NCCCC(NC(=O)OCc1ccccc1)C(=O)O)OCc1ccccc1 (stereo not given),i,i,i,i,i,i,1,i,5,i,-6
COc1ccc([N+](=O)[O-])cc1/C=N/NC(=O)c1nonc1N,i,i,i,i,i,i,-5,i,0,i,x
Cc1cccc(NC(=O)N[C@@H](C)C(=O)O)c1,i,i,i,i,i,i,-6,i,-6,i,-11
Cc1cc(NC(=O)CSc2ccc3nnc(-c4ccc(Cl)cc4)n3n2)no1,i,i,i,i,i,i,-8,i,-5,i,2
CS(=O)(=O)N(CC(=O)N1CCN(Cc2ccc3c(c2)OCO3)CC1)C1CCCCC1,i,i,i,i,i,i,-5,i,-5,i,2
COc1ccc(C(=O)NN2CCCCC2)cc1OC,i,i,i,i,i,i,-10,i,2,i,0
COc1ccc(N2CCN(C(=O)CCCn3c(=S)[nH]c4cc5c(cc4c3=O)OCO5)CC2)cc1,i,i,i,i,i,i,-14,i,1,i,-2
CC(C)[C@H](NC(=O)Nc1cccc(Br)c1)C(=O)O,i,i,i,i,i,i,-4,i,-9,i,-5
CC(C)(C)c1ccc(C(=O)NC(=S)N2CCOCC2)cc1,i,i,i,i,i,i,-3,i,-2,i,-8
Cc1nn(-c2cccc(Cl)c2)c2nc(-c3ccco3)cc(C(=O)O)c12,i,i,i,i,i,i,-17,i,-9,i,9
COc1cccc(NC(=O)C2C3C=CC4(O3)C2C(=O)N(CCCN2CCCCC2)C4C(=O)NC2CCCCC2)c1 (stereo not given),i,i,i,i,i,i,-9,i,0,i,3
COC(=O)c1ccccc1NC(=O)CN1CCc2ccccc2C1,i,i,i,i,i,i,-13,i,-2,i,8
Cc1cccc(C(=O)N2CCCC(N3CCN(c4ccccc4)CC3)C2)n1 (stereo not given),i,i,i,i,i,i,-5,i,3,i,0
COc1cc(-c2nc(S(=O)(=O)c3ccc(Cl)cc3)c(N(C)C)o2)cc(OC)c1OC,i,i,i,i,i,i,-2,i,8,i,1
Cc1ccc(S(=O)(=O)NC(=O)c2cc(C)n(CCCN3CCOCC3)c2C)cc1,i,i,i,i,i,i,-14,i,1,i,-14
COc1cccc(/C=N/N(C)C2=NS(=O)(=O)c3ccccc32)c1O,i,i,i,i,i,i,-8,i,11,i,8
Cc1ccc(C#N)c(SCc2ccccc2[N+](=O)[O-])n1,i,i,i,i,i,i,-11,i,-3,i,3
COc1ccc(C(=O)/C(=C/O)N=Nc2ccc(F)cc2)cc1,-12*,6.8*,i,i,i,i,-12,i,2,i,13
CC(=O)OC(C(=O)NCS(=O)(=O)c1ccc(C)cc1)c1cccnc1 (stereo not given),i,i,i,i,i,i,4.8*,i,0,i,-1
CCN(Cc1ccccc1OC)CC1CCCN(CCc2cccc(OC)c2)C1 (stereo not given),i,i,i,i,i,i,-10,i,-4,i,2
COc1ccc(N2CC(C(=O)N[C@@H](CC(C)C)C(=O)NC3CCCC3)CC2=O)cc1 (stereo not given in full),i,i,i,i,i,i,-12,i,2,i,0
Cc1ccn2cc(CCNC(=O)CC(C)(C)C)nc2c1,i,i,i,i,i,i,-6,i,-11,i,-4
CC(C)(C)NC(=O)C(c1ccncc1)N(CC1CCCO1)C(=O)Cn1nnc(-c2ccc(F)cc2)n1 (stereo not given),i,i,i,i,i,i,-3,i,-1,i,-5
CCCCOc1ccc(C(=O)NCc2ccncc2)cc1,i,i,i,i,i,i,-7,i,0,i,-10
Cc1ccc(OCCn2ccnc2)c(C)c1,i,i,i,i,i,i,-6,i,1,i,3
CCCc1nc2oc3c(OC)ncnc3c2c2c1COC(C)(C)C2,i,i,i,i,i,i,-14,i,6,i,4
COc1ccc(C2C(=O)N(C3CCCCC3)CC(=O)N2CCc2ccccc2)cc1OC (stereo not given),i,i,i,i,i,i,-12,i,-7,i,-5
CC1(C)Cc2nc3sc(C(N)=O)c(N)c3cc2CO1,i,i,i,i,i,i,-9,i,5,i,4
CCn1c(CN2CCOCC2)nnc1SCC(=O)Nc1ccc(C(C)=O)cc1,i,i,i,i,i,i,-7,i,2,i,-17
Cc1cc2cc(CNC(=O)c3cccc([N+](=O)[O-])c3)ccc2[nH]1,i,i,i,i,i,i,-9,i,-3,i,1
COCCn1nnnc1C(c1cccs1)N1CCN(c2ccccc2)CC1 (stereo not given),i,i,i,i,i,i,0,i,5,i,-6
CCN(CC)c1ccc(N2C(=O)/C(=C\c3cccnc3)SC2=S)cc1,i,7.3*,i,i,i,i,0,i,1,i,5
CCCCNC(=O)NNC(=O)COc1cccc(C)c1C,i,i,i,i,i,i,-9,i,1,i,3
Cc1ccccc1C(=O)c1c[nH]c(C(=O)NCCCn2ccnc2)c1,i,i,i,i,i,i,-10,i,2,i,-5
CC[C@@H](C(=O)n1nc(C)cc1C)[C@H](NS(=O)(=O)c1ccc(C)cc1)c1ccccc1,i,i,i,i,i,i,-6,i,5,i,-1
COCCCn1c(SCc2nnc(-c3ccccc3)o2)nc2sc3c(c2c1=O)CCC3,i,i,i,i,i,i,-3,i,4,i,27
O=C(O)C1CC(=O)N(c2ccc(Br)cc2)C1 (stereo not given),i,i,i,i,i,i,-9,i,0,i,-6
Cc1cc2c(cc1S(=O)(=O)CCC(=O)N(C)C1CCCCC1)OCC(=O)N2,i,i,i,i,i,i,-8,i,-2,i,-6
O=C(O)c1cccnc1SCc1cccc(Br)c1,i,i,i,i,i,i,-4,i,-5,i,5
O=C(Nc1ccc(CSc2ccccc2)cc1)c1ccco1,i,i,i,i,i,i,-8,i,-14,i,-6
CN1CCN(CC(=O)Nc2cc(N(C)C)nc3ccccc23)CC1,i,i,i,i,i,i,-13,i,-21,i,0
Cc1nn(CC(=O)NCc2ccc(OC(C)C)cc2)c(=O)c2cc(-c3ccccc3)nn12,i,i,i,i,i,i,-10,i,1,i,2
CNc1ccc(Cl)nn1,i,i,i,i,i,i,-4,i,-1,i,-14

# Entries of single compounds as entered above. Order of values: KCNK9 inh | RGS4 block | KCNQ1 inh | KCNK3 inh | TMEM16A act | KCNQ1 act | hERG protect | ANO1 block | HDAC3 inhib | RGS4 pot | SKKanGAS inh
# Shown for `Cc1cc2c(cc1S(=O)(=O)CCC(=O)N(C)C1CCCCC1)OCC(=O)N2` = i | i | i | i | i | i | -8 | i | -2 | i | -6
# Shown for `O=C(O)C1CC(=O)N(c2ccc(Br)cc2)C1` (stereo not given) = i | i | i | i | i | i | -9 | i | 0 | i | -6

# Next records follow:
SMILES,KCNK9 inh,RGS4 block,KCNQ1 inh,KCNK3 inh,TMEM16A act,KCNQ1 act,hERG protect,ANO1 block,HDAC3 inhib,RGS4 pot,SKKanGAS inh
Cc1ccc2nc(NC(=O)CSc3nc(=O)n(CCCN(C)C)c4c3CCC4)sc2c1,i,i,i,i,i,i,-15,i,2,i,-7
CS(=O)(=O)N1c2ccccc2[C@]2([C@@]34C[C@H]5C(=O)N[C@@H](Cc6ccccc6)C(=O)N5[C@@H]3N(S(C)(=O)=O)c3ccccc34)C[C@H]3C(=O)N[C@@H](Cc4ccccc4)C(=O)N3[C@H]12,i,i,i,x,x,i,-13,i,-3,i,0
CCOc1ccccc1NC(=O)CSc1ccccc1,i,i,i,i,i,i,-13,i,0,i,5
COc1ccc(-n2c(C)csc2=S)cc1,i,i,i,i,i,i,-11,i,9,i,-3
COC(=O)c1c(N2C(=O)Nc3ccccc3N2O)sc2c1CCCC2,i,i,i,i,i,i,-4,i,1,i,6
Cc1ccccc1N1CC2=C(C1=O)C(c1ccccc1)NC(=O)N2C (stereo not given),i,i,i,i,i,i,-11,i,-5,i,16
C/C(=N\NC(=O)CNC(=O)c1cccs1)c1ccc(Cl)c(Cl)c1,i,i,i,i,i,i,-9,i,-6,i,2
Cc1cnc(C(=O)NC2CC(C)(C)Cc3c2cnn3-c2cccc(F)c2)cn1 (stereo not given),i,i,i,i,i,i,-8,i,x,i,1
